Assay outcomes from PubChem BioAssay.
OXTR agonist: human OXTR agonism; actives 0.32% (n = 320,000); P30559; activation, % at 3 µM; AID 2435; CHO-OTR cells, Fluo-8 calcium fluorescence; normalized: DMSO 0%, oxytocin 100%;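 active = activation above the mean of all tested compounds plus 3 SD, cutoff set per screening run, cut at about 20% in these data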;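 note: peak over basal fluorescence ratio from a 100 s FLIPR kinetic read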
Target sequence (P30559 whole entry, looked up): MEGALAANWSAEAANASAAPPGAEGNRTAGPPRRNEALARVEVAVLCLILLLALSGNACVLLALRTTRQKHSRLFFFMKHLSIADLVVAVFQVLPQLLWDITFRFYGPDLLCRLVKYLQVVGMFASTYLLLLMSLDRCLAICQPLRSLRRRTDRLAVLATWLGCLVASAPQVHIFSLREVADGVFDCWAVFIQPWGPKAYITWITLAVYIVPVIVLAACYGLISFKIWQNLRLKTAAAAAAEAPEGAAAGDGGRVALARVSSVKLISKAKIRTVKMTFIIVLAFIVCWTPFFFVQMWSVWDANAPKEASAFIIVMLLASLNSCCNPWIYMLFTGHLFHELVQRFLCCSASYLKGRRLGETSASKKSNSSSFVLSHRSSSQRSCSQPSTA
V1aR counter: activates human V1a receptor in oxytocin agonist counter-screen; actives 0.25% (n = 320,000); CHO-V1R cells, Fluo-8 calcium fluorescence, agonist mode; 0% DMSO, 100% 3 nM vasopressin; activation, % at 3 µM; AID 2797; P37288;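 active = activation above the mean activation of all tested compounds plus 3 SD, per screening run, cut at about 20% in these data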;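 note: signal is peak over basal fluorescence ratio across a 100 second FLIPR read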
MEKK3 PB1 HTS: modulators (inhibitors or enhancers) of MEK5 binding to human MEKK3 PB1 domain | Q99759 | bead-based flow cytometry, Alexa488-MEK5 binding to MEKK3; actives lie on both sides; 0 = blocked by unlabeled MEK5, 100 = vehicle | binding response (% of control), % at 10 µM | actives 1.4% (n = 290,000);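 active = binding response more than 3 SD above or below the average of its plate-row segment, actives on both sides; inconclusive = wells at one plate position flagged as instrument error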;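 note: Alexa488 bead fluorescence after subtracting the streptavidin-only scavenger bead signal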
GalR3 antagonist: antagonists of human GalR3 | HEK293 GalR3-CNG cAMP membrane potential fluorescence; galR3 body fused to GalR1 C-terminus | inhibition, % at 3 µM | actives 0.44% (n = 360,000);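 active = inhibition above the screen-wide average plus 3 SD, cut at about 13% in these data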;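 note: forskolin and galanin both at EC90 stimulate the cells; cAMP rise reported by CNG channel membrane potential dye signal; 0% = forskolin plus galanin with DMSO and 100% = forskolin alone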
Target sequence (O60755 1-299 limits assumed): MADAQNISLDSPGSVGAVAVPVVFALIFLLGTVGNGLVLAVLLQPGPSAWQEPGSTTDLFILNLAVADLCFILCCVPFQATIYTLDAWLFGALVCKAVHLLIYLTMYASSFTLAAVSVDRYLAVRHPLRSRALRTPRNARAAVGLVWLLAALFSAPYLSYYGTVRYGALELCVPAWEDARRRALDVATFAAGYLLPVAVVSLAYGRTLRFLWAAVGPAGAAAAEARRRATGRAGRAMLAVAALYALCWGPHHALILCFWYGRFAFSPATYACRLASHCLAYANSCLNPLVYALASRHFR
GPR7 antagonist: human neuropeptides B/W receptor 1 antagonism; P48145; GPR7-expressing cells, fluorescence antagonist assay; inhibition, % at 4.4 µM; actives 1.1% (n = 290,000); AID 1861; in the data active = inhibition above about 16%, passing the limit was not always enough;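 note: cells stimulated with the agonist NPW; 0% = agonist with vehicle and 100% = vehicle without agonist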
Target sequence (P48145 whole entry, looked up): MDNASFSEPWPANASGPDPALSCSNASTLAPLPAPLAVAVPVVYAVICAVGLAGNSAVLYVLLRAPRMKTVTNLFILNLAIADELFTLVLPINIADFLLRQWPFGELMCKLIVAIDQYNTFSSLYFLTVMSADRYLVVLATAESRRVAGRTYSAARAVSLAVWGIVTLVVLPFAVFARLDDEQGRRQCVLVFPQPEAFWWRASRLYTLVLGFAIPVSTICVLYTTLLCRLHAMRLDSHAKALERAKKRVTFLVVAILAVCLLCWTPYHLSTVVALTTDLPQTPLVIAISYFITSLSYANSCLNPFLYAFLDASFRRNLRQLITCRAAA
NALP1 inh: blocks the NALP1 inflammasome reconstituted in yeast; actives 0.61% (n = 280,000); S. cerevisiae NALP1/ASC/caspase-1 growth, X-gal OD620, 72 h; inhibition, % at 10 µM; AID 2071; in the data active = inhibition mostly above about 24%, no sharp cut-off; inactive = mostly below about 32%; note: some compounds called inactive have numbers as strong as hits
MEKK2 WT-MEK5: raises or lowers MEK5 binding to wildtype human MEKK2 PB1 domain | bead flow cytometry, Alexa488-MEK5 binding to MEKK2 WT; actives lie on both sides | binding response (% of control), % at 10 µM | actives 1.1% (n = 290,000) | AID 1531; in the data active = binding response below about 67% or above about 130%; inconclusive = no clear call, values can overlap the other calls; inactive = in between
MEKK2 mut-MEK5: signal of MEK5 binding to mutant human MEKK2 PB1 domain; bead flow cytometry, Alexa488-MEK5 binding to MEKK2 mutant; percent response, % at 10 µM; actives 0.35% (n = 290,000); AID 1530; in the data active = percent response above about 24%, passing the limit was not always enough; note: inactives centre near 1; some results filed as inactive read as strong as hits; reference of the scale not given here
PHOSPHO1 inh: inhibitors of human PHOSPHO1 phosphatase; Q8TCT1; inhibition, % at 13.3 µM; recombinant PHOSPHO1, absorbance phosphatase assay; actives 1.1% (n = 290,000); in the data active = inhibition above about 60%
* marks the source's active call; other numbers are inactive results; ? = inconclusive; . = not tested or not shown; & = joins results of further samples; [ ] = remark or other dose.

SMILES	OXTR agonist	V1aR counter	MEKK3 PB1 HTS	GalR3 antagonist	GPR7 antagonist	NALP1 inh	MEKK2 WT-MEK5	MEKK2 mut-MEK5	PHOSPHO1 inh
CCN(CC)S(=O)(=O)c1ccc2c(c1)nc(CCC(=O)Nc1ccc3c(c1)OCO3)n2C	-0.7	-0.4	98	-3	-2	32	98	-1	-16
CCN(CCn1cccn1)C(=O)CC1C(=O)NCCN1CC1CCCCC1 (configuration not stated)	0.0	0.4	99	-2	-1	-13	103	-1	53
COc1ccc(N(CC(=O)NCC2CCCO2)C(=O)CCC(=O)Nc2nccs2)cc1 (configuration not stated)	0.7	0.2	96	2	-3	.	100	1	.
O=c1cc(CSc2nnnn2-c2ccccc2)[nH]c2[nH]n(-c3ccccc3)c(=O)c12	0.1	0.6	101	2	-1	20	95	-5	-3
CCC(=O)Nc1ccc(-c2csc(C)n2)cc1	-1.2	0.8	111	-1	-5	37	107	3	2
Cc1cccc(NC(=O)c2ccc(S(=O)(=O)N3CCOCC3)cc2)n1	0.6	2.6	104	-4	-18	17	100	-7	28
O=C(Nc1ccncc1)c1cc(-c2ccccn2)nc2ccccc12	0.7	-0.1	74	4	15	-4	81	-7	1
CCOc1ccc(OCC(=O)Nc2ccc(OC)cc2)cc1	-0.9	0.9	110	0	3	24	113	7	-4
CCOC(=O)C[N+](CC)(CC)CC#Cc1ccccc1	0.9	0.4	100	-2	2	47	101	1	-5
COc1ccc(CC(=O)Nc2ccc(N3CCCCC3)cc2)cc1	-1.0	1.8	101	-6	6	-14	91	-8	12
CCc1c(O)cc(=O)n(-c2ccccc2)c1-c1ccccc1	-0.5	0.3	99	0	-3	16	96	-2	-6
O=S(=O)(Cc1ccccc1)NCC1CCCO1 (configuration not stated)	0.8	1.1	102	-4	-12	21	102	1	-1
CCc1ccc(NC(=O)CNC(=O)c2cn(-c3ccccc3OC)c(=O)c3ccccc23)cc1	-0.7	0.6	105	-3	-2	0	105	-1	14
Cc1ccc(S(=O)(=O)Nc2csc(C)c2C(=O)O)cc1	-0.7	-1.5	102	-5	-16	3	99	2	38
CC(=O)c1cccc(N(CC(=O)NC2CCCC2)C(=O)CNC(=O)c2cccs2)c1	1.5	-0.3	102	-8	-4	15	106	1	31
CCN1CCN(Cc2cccc(Oc3ccc(Cl)cc3)c2)CC1	5.2	2.7	100	-7	7	4	106	2	28
N#Cc1c(SCC(=O)Nc2nccs2)nc2c(c1-c1ccco1)CCCC2	-0.6	-0.2	103	-7	-5	6	103	0	-37
COc1ccccc1Nc1nc2ccccc2[nH]1	1.3	0.2	99	0	22	9	103	6	1
CC(=O)Nc1nc(C)c(Oc2ccc(Cl)cc2Cl)c(=O)[nH]1	0.2	0.5	?	-1	-8	-3	?	-28	-1
Cc1ccnc(NS(=O)(=O)c2ccc(N3C(=O)Nc4ccccc4N3O)cc2)c1	0.0	-0.5	101	-1	3	-11	97	-9	13
CC(C)(C)c1cc(C(=O)NNC(=O)Nc2cccc(Cl)c2)n(Cc2ccccc2)n1	-2.3	1.1	103	-6	-14	14	97	-1	23
Cc1nc2ncnn2c(C)c1CCC(=O)N1CCCCC1	0.5	1.3	96	-4	-8	13	94	0	13
CCOCCCNC(=O)c1cn2c3c(ccc(Cl)c3c1=O)OC(C)C2 (configuration not stated)	.	.	95	-11	-13	5	96	-3	18
O=C(COc1ccc(Cl)cc1)NCCCn1ccnc1	-0.2	0.1	99	-4	-13	-6	107	3	1
COc1cccc(CNC2CCCc3ccccc32)c1OC (configuration not stated)	-0.6	0.7	99	-4	-7	33	89	-6	-14
Cc1ccccc1S(=O)Cc1ccc(C(=O)NC2CCN(Cc3ccccc3)CC2)o1 (configuration not stated)	0.5	0.9	100	0	-5	-32	108	5	37
Cc1cc(Cl)ccc1-n1c(-c2cccnc2)n[nH]c1=S	-0.5	-0.6	93	-1	-6	-6	96	-4	78*
O=C(CCN1CCN(c2ccccc2)CC1)Nc1ccccc1F	-1.4	-0.1	92	-3	-15	-5	97	-2	29
CCCOC(=O)C1C2C=CC(C2)C1C(=O)OCC(=O)c1ccccc1 (configuration not stated)	-1.7	-0.1	81	-4	0	26	84	-12	0
CCCCCCC(=O)Nc1ccc(C(=O)N/N=C/c2cccnc2)cc1	-1.1	1.8	94	-1	-10	8	97	-3	24
Cn1c(/C=C/c2cccc([N+](=O)[O-])c2)nc2ccccc2c1=O	0.7	1.2	107	-5	-1	-25	97	-3	-1
Cc1ccc(NC(=O)CCOc2ccccc2C)cc1F	-1.6	-1.6	102	-9	-7	2	101	0	29
CC1(C)Cc2c(cnn2-c2ccc(F)cc2)C(NC(=O)C2=NNC(=O)CC2)C1 (configuration not stated)	-0.1	1.2	103	6	1	28	103	-1	40
CCn1c(SC(C)C(=O)O)nnc1-c1cccnc1 (configuration not stated)	-0.2	0.7	98	-1	8	-5	100	3	20
CCOC(=O)c1csc(NC(=O)c2ccc3c(c2)OCCO3)n1	-0.3	0.4	102	.	-21	-17	99	0	47
CCN(CC)CCCNC(=O)C1c2ccccc2C(=O)N(C)C1c1ccc(OC)cc1 (configuration not stated)	0.0	0.8	99	-2	-10	8	100	-2	-1
Cc1cc(Nc2nc3ccccc3nc2Cl)n(-c2ccccc2C)n1	-1.5	-0.9	105	-3	-1	9	99	4	14
O=c1c2ccccc2cnn1Cc1cccc(Br)c1	-2.3	-0.1	100	-5	1	6	97	-4	-17
O=C(CCc1nc2ccccc2s1)OCc1ccccc1	-2.5	-0.7	96	-2	-4	35	95	-1	-2
COc1ccc(N2CCN(c3nc4ccccc4nc3NS(=O)(=O)c3ccccc3)CC2)cc1	4.5	2.1	104	3	-4	8	103	2	-1
COC(=O)CCN(C(=O)c1ccc(Cl)c([N+](=O)[O-])c1)c1ccccn1	-0.6	-0.2	89	-3	-7	.	88	-6	33
O=C(c1ccco1)N1CCN(C(=O)c2cc(-c3ccccc3F)no2)CC1	1.5	1.7	102	-5	-6	20	104	3	54
Oc1ccccc1N1CCN(CC(O)COCc2ccccc2Cl)CC1 (configuration not stated)	3.7	2.9	95	-5	-8	21	89	-12	13
CCC1CCCCN1C(=O)CSc1nc(N)cc(N)n1 (configuration not stated)	-1.3	1.2	97	-10	4	-3	94	-1	33
CCn1c(=S)sc2c(=O)n(-c3ccccc3)c(SCC(=O)NCc3ccco3)nc21	-1.6	-0.2	99	-5	-2	-11	96	5	16
Cc1cc(C)cc(N=C2NC(=O)/C(=C/c3cccs3)S2)c1	-2.1	-0.8	119	-6	-11	32	102	-1	12
O=c1c2ccccc2nc(COc2ccccc2)n1/N=C/c1c[nH]c2ccccc12	0.3	-0.5	109	1	-1	25	101	7	9
Cc1cc(C)c(C#N)c(N2CCCC(C(N)=O)C2)n1 (configuration not stated)	0.6	0.8	95	0	-1	1	97	1	11
O=c1cc(CN2CCN(Cc3ccccc3)CC2)c2cc(Cl)ccc2o1	.	.	104	-4	-3	6	106	3	2
CCN1CCN(Cc2ccc(NC(=O)c3ccc(C)c(NC(=O)c4cccc5[nH]ccc45)c3)cc2C(F)(F)F)CC1	-0.1	0.6	106	-5&3	.	.	124	74*	16

Next part.
SMILES	OXTR agonist	V1aR counter	MEKK3 PB1 HTS	GalR3 antagonist	GPR7 antagonist	NALP1 inh	MEKK2 WT-MEK5	MEKK2 mut-MEK5	PHOSPHO1 inh
Cc1ccc(NS(=O)(=O)N(C)C)cc1	-0.7	-0.6	71*[inhibitor]	2	-10	9	81	-4	25
COc1cc(CN2CCN(S(=O)(=O)c3ccc(F)cc3)CC2)cc(OC)c1OC	0.0	0.6	102	-5	-7	-9	100	3	3
CC(C)C(=O)Nc1cccc(C(=O)NCc2ccc3c(c2)OCO3)c1	0.2	-0.1	110	.	-2	15	104	4	-2
Cc1nn(CC(C)C)c(=S)[nH]c1=O	0.4	0.3	92	-4	-4	9	91	-8	36
CCCn1c(SCC(=O)Nc2cc(Cl)ccc2OC)n[nH]c1=O	8.3	4.1	101	-1	3	-7	102	1	14
O=C(Nc1ccccc1C(=O)NCc1ccc(Cl)cc1)c1ccco1	-1.7	0.1	.	-7	-3	6	.	.	-14
CC(C)(C)c1ccc(-c2c(C(=O)O)c(C(=O)O)c3n2CSC3)cc1	0.2	0.8	103	-9	-16	-4	102	3	-6
CCc1c(C)c2ccc(OCC(N)=O)cc2oc1=O	0.6	0.3	103	0	-7	25	100	1	18
CSCC(=O)N1CCCC(CNC(=O)c2ccc(-c3ccccc3)cc2)C1 (configuration not stated)	-0.3	1.2	91	1	-1	24	93	-5	41
CCCCn1[nH]c(-c2ccccc2)cc1=O	3.3	2.3	101	2	19	28	96	-2	11

An excerpt from above in order of molecular weight, rising.
SMILES	OXTR agonist	V1aR counter	MEKK3 PB1 HTS	GalR3 antagonist	GPR7 antagonist	NALP1 inh	MEKK2 WT-MEK5	MEKK2 mut-MEK5	PHOSPHO1 inh
Cc1nn(CC(C)C)c(=S)[nH]c1=O	0.4	0.3	92	-4	-4	9	91	-8	36
Cc1ccc(NS(=O)(=O)N(C)C)cc1	-0.7	-0.6	71*[inhibitor]	2	-10	9	81	-4	25
Cc1cc(C)c(C#N)c(N2CCCC(C(N)=O)C2)n1 (configuration not stated)	0.6	0.8	95	0	-1	1	97	1	11
Cc1cc(C)cc(N=C2NC(=O)/C(=C/c3cccs3)S2)c1	-2.1	-0.8	119	-6	-11	32	102	-1	12
CC(C)C(=O)Nc1cccc(C(=O)NCc2ccc3c(c2)OCO3)c1	0.2	-0.1	110	.	-2	15	104	4	-2
CC(C)(C)c1ccc(-c2c(C(=O)O)c(C(=O)O)c3n2CSC3)cc1	0.2	0.8	103	-9	-16	-4	102	3	-6
O=C(Nc1ccccc1C(=O)NCc1ccc(Cl)cc1)c1ccco1	-1.7	0.1	.	-7	-3	6	.	.	-14
O=c1cc(CN2CCN(Cc3ccccc3)CC2)c2cc(Cl)ccc2o1	.	.	104	-4	-3	6	106	3	2
CSCC(=O)N1CCCC(CNC(=O)c2ccc(-c3ccccc3)cc2)C1 (configuration not stated)	-0.3	1.2	91	1	-1	24	93	-5	41
O=c1c2ccccc2nc(COc2ccccc2)n1/N=C/c1c[nH]c2ccccc12	0.3	-0.5	109	1	-1	25	101	7	9
COc1cc(CN2CCN(S(=O)(=O)c3ccc(F)cc3)CC2)cc(OC)c1OC	0.0	0.6	102	-5	-7	-9	100	3	3
CCN1CCN(Cc2ccc(NC(=O)c3ccc(C)c(NC(=O)c4cccc5[nH]ccc45)c3)cc2C(F)(F)F)CC1	-0.1	0.6	106	-5&3	.	.	124	74*	16
